Gli-Sufu block = blocks Gli-Sufu signaling in a luciferase reporter. Sufu-KO-LIGHT fibroblasts, Gli luciferase reporter luminescence. inhibition, % at 5 µM. 0.74% of 340,000 active. AID 588413;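 active = inhibition above about 55%, limit read from the data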;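 also: 0% = DMSO-treated cells and 100% = wells with medium but no cells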
APJ antag = antagonists of human APJ apelin receptor; CHO-K1 APJ beta-arrestin complementation, luminescence; inhibition, % at 20 µM; 0.32% of 330,000 active;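 active = inhibition above about 40% at 20 µM, limit read from the data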;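 also: cells challenged with 10 nM apelin-13 agonist together with compound; plate controls were apelin-13 plus DMSO wells for no effect and DMSO wells lacking apelin-13 for full effect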
Target sequence (P35414 whole entry, looked up): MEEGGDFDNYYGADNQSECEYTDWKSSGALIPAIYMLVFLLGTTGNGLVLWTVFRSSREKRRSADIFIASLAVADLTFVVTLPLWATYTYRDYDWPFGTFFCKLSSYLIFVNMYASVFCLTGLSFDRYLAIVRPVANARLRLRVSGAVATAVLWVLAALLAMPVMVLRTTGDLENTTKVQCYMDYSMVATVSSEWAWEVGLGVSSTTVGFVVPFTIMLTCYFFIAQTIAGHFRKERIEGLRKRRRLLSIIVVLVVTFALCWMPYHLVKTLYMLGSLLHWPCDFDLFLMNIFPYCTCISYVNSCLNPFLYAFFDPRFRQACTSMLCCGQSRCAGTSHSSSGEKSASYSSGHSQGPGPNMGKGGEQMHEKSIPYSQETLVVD
APJ agonist = agonists of human APJ apelin receptor; activation, % at 20 µM; 0.11% of 330,000 active; CHO-K1 APJ PathHunter beta-arrestin, luminescence; 0% DMSO wells, 100% apelin;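 active = activation more than six SD over the plate average, tested at 20 µM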;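 also: 0% = DMSO alone and 100% = apelin-13 at 10 nM; some results filed as inactive read as strong as hits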
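assay system = CHO-K1 APJ beta-arrestin complementation cell line | input = cell density 1000 per well | dosing = compound 20 µM once, DMSO 1% | timing = compound 90 min 25 °C, reagent 1 h | measured by = luminescence from split beta-galactosidase complementation, Galacton Star/Emerald II substrate | read-out basis = APJ agonist activity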
CCR6 antag = blocks CCL20-driven beta-arrestin recruitment at human CCR6; P51684; CHO-K1 CCR6 PathHunter beta-arrestin, luminescence, CCL20-stimulated; inhibition, % at 20 µM; 0.49% of 340,000 active; AID 493098;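 active = compounds whose inhibition of the agonist-driven luminescence signal at 20 µM reaches about 50%, limit read from the data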;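 also: cells stimulated with CCL20 at 14 nM final; plate controls were DMSO with CCL20 for no effect and DMSO without agonist for full effect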
EBI2 block = blocks human EBI2 receptor beta-arrestin signaling; 0.81% of 360,000 active; P32249; EBI2 beta-arrestin recruitment, luminescence, 7a,25-OHC stimulated; inhibition, % at 5 µM; AID 651636; in the data active = inhibition above about 38%;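 also: enzyme fragment complementation signal reports receptor beta-arrestin coupling in cells; 0% = agonist plus DMSO wells and 100% = wells without agonist; some results beyond the cut were filed as inactive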
CXCR6 block = CXCR6 (human) receptor inhibition; O00574; CHO-K1 PathHunter CXCR6 beta-arrestin, luminescence; inhibition, % at 20 µM; 0.36% of 360,000 active; AID 602244; in the data active = inhibition above about 34%, passing the limit was not always enough;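 also: antagonist mode with CXCL16 agonist at 10 nM final; 0% = 10 nM CXCL16 with DMSO and 100% = unstimulated wells without agonist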
Target sequence (O00574 whole entry, looked up): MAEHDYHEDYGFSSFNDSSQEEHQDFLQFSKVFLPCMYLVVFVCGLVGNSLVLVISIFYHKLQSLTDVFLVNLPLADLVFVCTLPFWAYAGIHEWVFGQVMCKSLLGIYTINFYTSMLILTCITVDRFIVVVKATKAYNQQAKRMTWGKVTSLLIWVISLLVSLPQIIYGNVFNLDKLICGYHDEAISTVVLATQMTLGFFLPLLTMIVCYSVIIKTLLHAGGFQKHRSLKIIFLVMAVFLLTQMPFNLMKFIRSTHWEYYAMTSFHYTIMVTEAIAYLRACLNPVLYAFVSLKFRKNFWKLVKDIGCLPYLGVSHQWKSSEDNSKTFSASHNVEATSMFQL
ATG4B inh = ATG4B (human) cysteine protease inhibition | Q9Y4P1 | ATG4B cleavage of LC3-PLA2, NBD-HPC fluorescence, 1 h | inhibition, % at 8.33 µM | 0.51% of 340,000 active | AID 504462; in the data active = inhibition above about 40%
UBC13 polyUb = inhibitors of human UBC13 polyubiquitin chain formation; P61088; TR-FRET; inhibition, % at 20 µM; 0.47% of 330,000 active; in the data active = inhibition above about 45%, passing the limit was not always enough
Target sequence (P61088 whole entry, looked up): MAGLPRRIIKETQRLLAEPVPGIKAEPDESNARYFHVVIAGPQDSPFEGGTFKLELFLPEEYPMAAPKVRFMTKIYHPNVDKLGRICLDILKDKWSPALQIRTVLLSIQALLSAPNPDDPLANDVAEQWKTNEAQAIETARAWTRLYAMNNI
Numbers without * were called inactive; . = not tested or not shown.

SMILES | Gli-Sufu block | APJ antag | APJ agonist | CCR6 antag | EBI2 block | CXCR6 block | ATG4B inh | UBC13 polyUb
C/C(=N/NC(=O)c1nnn(-c2nonc2N)c1COc1ccccc1)c1ccccc1 | -2 | 7 | 3 | 10 | -9 | -16 | -3 | -15
Nc1nc(N)nc(-c2ccc(Oc3ccccc3)cc2)n1 | -5 | 23 | 0 | -7 | -7 | -1 | -8 | 1
CCN1C(=O)[C@@H]2[C@@H](c3ccc(SC4CCCCC4)cc3)N3CCC[C@@]3(C(=O)OC)[C@@H]2C1=O | -4 | 3 | -2 | 1 | 12 | -2 | -6 | 5
Cc1cccc(OCC(=O)NCc2nnc3ccc(C(F)(F)F)cn23)c1C | . | 5 | -1 | 8 | -2 | 1 | 4 | 6
Cc1ccc(NC(=O)c2c(C)noc2C)cc1 | -1 | 4 | 3 | 4 | -10 | 4 | -3 | 1
O=C(N/N=C/c1cnc(N2CCCCC2)s1)c1ccc(Cl)cc1 | -1 | 5 | 1 | 16 | 9 | 5 | -15 | -6
COC(=O)c1ccccc1CC1Cc2cc3c(cc2C1=O)CCC3 (centres undefined) | -79 | . | . | 27 | 9 | 4 | 11 | .
Cc1ccc(S(=O)(=O)Nc2cccc(-c3cn4ccsc4n3)c2)cc1 | -4 | 1 | -3 | -10 | -10 | -1 | -6 | 6
COC1OC(COC(=O)c2ccccc2)C(OC(=O)c2ccccc2)C1OC(=O)c1ccccc1 (centres undefined) | 5 | 2 | -2 | 15 | 14 | 6 | -3 | -9
CCCC[C@H](CN[C@@H](CNC)[C@H](C)CC)NCCC12CCC(CC1)C2 | 29 | 19 | 5 | 12 | -7 | 14 | 10 | 48*
CCCCCCSc1cc(C)nc2ncnn12 | 9 | 16 | -1 | -2 | -6 | 2 | -3 | -4
O=C(Nc1ccc(N2CCOCC2)cc1)c1cc(-c2ccncc2)nc2ccccc12 | -36 | -12 | -1 | 14 | 10 | -7 | 2 | 14
Cc1cc(Cl)c(OCCOCCN2CCNCC2)c(Cl)c1 | 1 | 14 | -4 | 11 | 1 | -5 | -4 | 8
O=C(CN1C(=O)NC2(CCCCCCC2)C1=O)NC(=O)NCc1ccco1 | -8 | -3 | -1 | 3 | -5 | -9 | -6 | 0
Cc1ccc2c(c1)C1CN(C)CCC1N2C(=O)COc1ccccc1F (centres undefined) | 21 | 11 | -3 | 14 | -7 | -3 | 12 | -10
Cc1ccccc1-c1ccnc2[nH]n(-c3ccccc3)c(=O)c12 | -5 | 5 | -3 | 12 | 2 | 9 | 5 | -17
Cc1ccc(OCCN2CCN(C(=O)CCC(=O)Nc3nnc(C(C)C)s3)CC2)cc1 | -3 | -25 | -1 | 12 | 1 | 8 | -5 | -2
O=C(Nc1ccc(Cl)cc1Cl)c1n[nH]c(Cn2cncn2)n1 | -6 | 2 | -1 | -19 | -7 | 2 | 0 | -5
Cc1oc2c(C)c3oc(=O)c(CCC(=O)N4CCC(C(=O)NCCC(=O)O)(c5ccccc5)CC4)c(C)c3cc2c1C | -20 | 13 | 8 | -5 | 1 | -17 | -3 | -14
C=CCC[C@H](Cc1ccc(F)cc1)C(=O)OC[C@@H](NC(=O)[C@@H](CC=C)CC(=O)N(CCO)Cc1ccccc1)C(C)(C)C | 6 | 11 | -1 | 21 | 18 | 12 | 6 | -7
COc1ccccc1N1CCN(S(=O)(=O)c2c(C)[nH]c(=O)[nH]c2=O)CC1 | -3 | -20 | -2 | 2 | -3 | -8 | 0 | -1
CCOC(=O)Cc1csc(NC(=O)c2ccc(C)c(S(=O)(=O)N3CCOCC3)c2)n1 | -7 | -10 | 0 | 7 | 7 | 2 | -8 | -12
COc1ccc(NC(=O)c2cnn(-c3ccccc3)c2C)cc1 | -84 | 2 | -3 | 10 | 8 | -4 | -9 | 8
O=C1CC2(CCCCC2)Oc2ccc(OCC(=O)N3CCOCC3)cc21 | -2 | 13 | -4 | -3 | -13 | -9 | 1 | 20
C/C(=N\NC(=O)COc1ccccc1-c1ccccc1)c1ccccn1 | 37 | 62* | -10 | 89* | 62* | 66* | -3 | -20
CCOC(=O)NC1(C(F)(F)F)NC(=O)N(C2CCCCC2)C1=O (centres undefined) | 1 | -5 | -4 | -10 | -8 | -3 | -26 | 2
Cc1nnc(NC(=O)c2ccc3c(c2)C(=O)N(CCC(C)C)C3=O)s1 | -15 | 8 | -5 | 7 | 2 | 1 | -4 | 0
CCOc1ccc(NC(=O)C2CCCN(C(=O)Nc3ccccc3)C2)cc1 (centres undefined) | -3 | 8 | -1 | 6 | -4 | -3 | -11 | -1
COc1ccc(-c2noc(C3CCCN(C(=O)c4ccccc4OC)C3)n2)cc1OC (centres undefined) | -15 | -9 | -1 | 5 | -2 | 4 | -8 | -9
CCS(=O)(=O)Nc1ccc(Cc2ccncc2)cc1 | 0 | -19 | 1 | -10 | -2 | -6 | -14 | 7
COc1ccc([N+](=O)[O-])cc1NS(=O)(=O)c1cccc(C(=O)NCCCN2CCCC2=O)c1 | 6 | 11 | -4 | 21 | 2 | 9 | -9 | -8
COc1ccc(/C=C(\C#N)C(=O)OCC(=O)NC(=O)NCCC(C)C)cc1 | -2 | 3 | -6 | 4 | -3 | -2 | 0 | -1
NCCNC(=O)Cn1c(=O)c2c3c(sc2n(Cc2ccccc2)c1=O)CCCC3 | 4 | 0 | -1 | 12 | 8 | 3 | 4 | 7
CC1(C)CC(=O)/C(=C(\O)CCCN2C(=O)c3ccccc3C2=O)C(=NCC(=O)O)C1 | -16 | -29 | 0 | 1 | -6 | 8 | -3 | 1
NS(=O)(=O)c1ccc(NC(=O)COC(=O)COc2ccc(Cl)cc2)cc1 | -3 | 5 | -2 | 17 | -8 | 0 | -6 | 4
CCOC(=O)c1c(C)[nH]c(C(=O)OCC(=O)N2CCc3ccccc32)c1C | 1 | -2 | -3 | 1 | 5 | -2 | -8 | -9
COc1ccc(CCNC(=O)c2ccc3c(c2)NC(=O)CS3)cc1OC | -16 | 14 | 0 | 6 | 0 | -7 | -4 | 5
COCCN=C1Sc2nc3c(C)cccc3cc2CN1Cc1ccco1 | 8 | 5 | -3 | 10 | 8 | 2 | 34 | 6
COc1ccc(NC(=O)NNc2cc(N3CCOCC3)nc(N3CCOCC3)n2)cc1 | 11 | -3 | 0 | 8 | -9 | -3 | -3 | -22
CCc1cc(=O)oc2c(C)c(OCC(=O)N3CCCc4ccccc43)ccc12 | -3 | 7 | -2 | 12 | 14 | -6 | -1 | -4

Reprinted at random: 5 records from the list.
SMILES | Gli-Sufu block | APJ antag | APJ agonist | CCR6 antag | EBI2 block | CXCR6 block | ATG4B inh | UBC13 polyUb
CCOC(=O)NC1(C(F)(F)F)NC(=O)N(C2CCCCC2)C1=O (centres undefined) | 1 | -5 | -4 | -10 | -8 | -3 | -26 | 2
CCOc1ccc(NC(=O)C2CCCN(C(=O)Nc3ccccc3)C2)cc1 (centres undefined) | -3 | 8 | -1 | 6 | -4 | -3 | -11 | -1
COc1ccccc1N1CCN(S(=O)(=O)c2c(C)[nH]c(=O)[nH]c2=O)CC1 | -3 | -20 | -2 | 2 | -3 | -8 | 0 | -1
COc1ccc([N+](=O)[O-])cc1NS(=O)(=O)c1cccc(C(=O)NCCCN2CCCC2=O)c1 | 6 | 11 | -4 | 21 | 2 | 9 | -9 | -8
COCCN=C1Sc2nc3c(C)cccc3cc2CN1Cc1ccco1 | 8 | 5 | -3 | 10 | 8 | 2 | 34 | 6

Further results.
SMILES | Gli-Sufu block | APJ antag | APJ agonist | CCR6 antag | EBI2 block | CXCR6 block | ATG4B inh | UBC13 polyUb
CCc1c(O)nc(SCC(=O)N2CCOCC2)n(-c2ccccc2)c1=O | 7 | 15 | -7 | 3 | 5 | -2 | 3 | 7
COc1ccc(C2=Nn3c(nnc3-c3cccnc3)SC2)cc1 | 0 | . | . | 15 | 8 | 5 | -7 | .
CCN1CN(Cc2ccco2)CNC1=S | 3 | -9 | 3 | 6 | -8 | 0 | 7 | 2
Cc1ccc(OC(=O)c2ccc([N+](=O)[O-])cc2Cl)cn1 | -2 | -40 | 2 | -11 | -16 | -5 | -2 | 4
O=C(NCC(c1cccnc1)N1CCOCC1)c1ccc2c(c1)OCO2 (centres undefined) | 1 | 3 | -3 | -7 | -8 | -1 | -3 | 6
S=C(Nc1cccc(Cl)c1)Nc1ccccc1Oc1ccccc1 | 22 | 12 | -7 | 28 | -6 | 10 | 86* | 0
C=C(C)C1CC=C(CN2CC(C)OC(C)C2)CC1 (centres undefined) | 8 | -2 | -5 | -6 | -10 | -11 | -4 | 8
CC(C)Oc1ccc(CC2CC(=O)NC2=O)cc1 (centres undefined) | -2 | -3 | -1 | -10 | -13 | 2 | -10 | 6
CN(C)c1ccc(C(C(=O)NCC2CCCO2)N(Cc2ccco2)C(=O)c2snc(C(N)=O)c2N)cc1 (centres undefined) | 6 | -5 | 2 | -8 | -20 | -4 | 2 | 4
O=C1C2CCCN2C(=O)N1CCCCN1CCN(c2cccc(C(F)(F)F)c2)CC1 (centres undefined) | 7 | 8 | -4 | 9 | -9 | 4 | 1 | 4
N#Cc1ccccc1NC(=O)CNc1ccc(Cl)c(C(F)(F)F)c1 | 11 | 3 | -5 | 14 | -8 | 7 | -1 | 19
COc1ccc(C(=O)N2CCc3cc(OC)c(OC)cc3C2c2cccc([N+](=O)[O-])c2)cc1OC (centres undefined) | 8 | 15 | -3 | 10 | 15 | 1 | -8 | 7
COc1ccc(C2/C(=C(/O)c3ccc(Cl)cc3)C(=O)C(=O)N2CCN2CCOCC2)c(OC)c1 (centres undefined) | 2 | 2 | 1 | 5 | -8 | 1 | -4 | -3
Cc1ccc(NC(=O)c2cncc(Br)c2)c([N+](=O)[O-])c1 | -36 | -8 | 0 | 17 | -6 | -7 | 3 | -4
Cc1ccccc1C(=O)NC1CCN(C(=O)Nc2ccc(F)cc2)CC1 | 24 | 1 | 0 | -8 | -15 | 0 | -4 | 4
O=C(Nc1ccc(N2CCOCC2)c(S(=O)(=O)Nc2ccccc2Cl)c1)c1ccc(=O)[nH]n1 | 2 | . | . | 11 | 6 | -4 | -23 | .
COCc1ccc2oc(C(=O)O)cc2c1 | 3 | 0 | -5 | -2 | 0 | -5 | 1 | -3
CCCc1cc(=O)[nH]c(SCC(=O)Nc2sc3c(c2C#N)CCCC3)n1 | -10 | 2 | 3 | -5 | 4 | 5 | -3 | -14
Cc1nn2c(N3CCCC3)cc(C(C)C)nc2c1-c1ccccc1 | -2 | 3 | -10 | 19 | -16 | 10 | -11 | 18
CCOc1ccccc1NC(=O)COC(=O)CCOc1cc(C)ccc1C | -4 | 7 | 8 | 11 | 1 | -6 | 5 | 2
O=C(c1ccncc1)N1CCN(S(=O)(=O)c2ccccc2Br)CC1 | 4 | 2 | -3 | -2 | 1 | -16 | -5 | 4
COc1ccc(Cc2nnc(NC(=O)CSc3ccccc3)s2)cc1OC | -3 | -6 | 0 | 5 | -5 | -1 | -5 | 2
CSc1nnc2c(n1)OC=Nc1ccc(Br)cc1-2 | -8 | -28 | 0 | 12 | 3 | -10 | 11 | -26
CCC(=O)Nc1cc(NC(=O)CSc2nnc(C(C)C)n2CC)ccc1C | 0 | -1 | 0 | 10 | -11 | -5 | -8 | 9
C=CCNC(=S)NCC=C | 1 | -52 | 2 | 8 | -3 | 5 | -7 | 3
CCOC(=O)c1sc2nc(C3CC3)cc(-c3ccc(OC)cc3)c2c1N | 5 | 7 | -2 | 23 | 28 | -1 | -6 | 48*
[N-]=[N+]=CC(=O)C(O)(c1ccccc1)C(Cl)c1ccccc1 (centres undefined) | 9 | -12 | -1 | 6 | -25 | 5 | 1 | -7
OCC[C@H]1C[C@@H](O)[C@H](O)[C@@]2(OCc3ccccc32)O1 | 5 | -3 | -2 | 3 | 0 | -7 | 5 | 10
COc1ccc(N2CC(O)=C(c3nc(-c4ccc(Cl)cc4)cs3)C2=N)cc1 | 7 | -14 | 0 | 9 | 7 | 3 | -1 | -26

Screening data (PubChem BioAssay)
